# E coli growth – E. coli V3065 growth inhibition, primary screen, counter-screen for AddAB inhibitor project, absorbance, OD600. 18 h. 0.27% of 330,000 active. inhibition, % at 11.9 µM;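 active = inhibition above the campaign's mean inhibition across all tested compounds plus 3 SD, cut at about 9.9% in these data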;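 note: uninfected addAB+ strain grown without phage in ampicillin broth; 0% = DMSO wells and 100% = ciprofloxacin 0.95 µg/ml wells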
# AddAB inh – growth inhibition of E. coli expressing H. pylori AddAB, primary screen, AddAB inhibitor project, absorbance. inhibition, % at 11.9 µM. 0.29% of 330,000 active. AID 435030, 2010; in the data active = inhibition above about 12%;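 note: 0% = vehicle wells of infected cells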
# Starred values were filed as active, the others as inactive. These rows are one share of the data; rates above refer to the full screens.
# Values run as follows: E coli growth, AddAB inh
C#CCOCCOCCOCCNc1nc(N2CCN(C(=O)CCCCCCCCCCNC(=O)[C@H](CO)n3cc(CCCSC)nn3)CC2)nc(N2CCN(C(=O)CCCCCCCCCCNC(=O)[C@H](CCCCN)n3cc(C[C@@H](C)CC)nn3)CC2)n1
    -0.6, 2.4
c1ccc(COCCC2CO2)cc1 (stereo not drawn)
    -0.4, 0.2
COc1cc(OC)c(C2N(C)c3ccccc3N2C)cc1OC
    -1.2, 0.1
CCc1nccn1C(=O)c1cnn2c(C(F)F)cc(-c3ccccc3)nc12
    0.9, 0.3
CCNc1nc(Oc2ccc(C(=O)OCC)cc2)nc(N2CCOCC2)n1
    -0.1, -0.2
CC(=O)N(Cc1ccco1)Cc1cc2cccc(C)c2n2nnnc12
    1.4, 1.2
CCC(=O)N1Cc2ccccc2-c2ccccc2C1=O
    1.8, 2.6
Cc1noc(C)c1CSc1nnc2cc(C)c3ccccc3n12
    0.2, -1.3
CC(=O)Oc1ccccc1C(=O)Nc1ncc([N+](=O)[O-])s1
    11*, 13*
O=C1N[C@@H](Cc2ccccc2)C(=O)N2[C@H]3Nc4ccccc4[C@@]3([C@]34C[C@H]5C(=O)N[C@@H](Cc6ccccc6)C(=O)N5[C@H]3Nc3ccccc34)C[C@@H]12
    -2.2, 1.0

# The list goes on:
# Values run as follows: E coli growth, AddAB inh
O=C(O)C1C2C=CC(C2)C1C(=O)NCc1ccccn1 (stereo not drawn)
    1.3, -0.5
COc1ccc(-c2csc(NC(=O)/C(N=Nc3ccccc3)=C(\C)O)n2)cc1
    0.2, 1.6
NNC(=O)c1ccccc1CO
    -0.5, 3.7
O=C(CSc1nc(C2CC2)nc2ccccc12)N1CCc2ccccc2C1
    0.2, 0.8
CCN(CC)C(=O)CSc1ncnc2c(-c3ccc(OC)cc3)nsc12
    1.7, 3.5
Cc1ccnn2cc3c(=O)n(C)c(=O)n(C)c3c12
    -0.4, 1.0
Cc1noc(C)c1S(=O)(=O)N1CCC(C(=O)N2CCN(c3ccc(F)cc3)CC2)CC1
    -3.6, -1.0
Cc1nc(NC(=O)c2ccccc2)sc1-c1csc(Nc2ccc(F)cc2)n1
    -2.9, 0.8
CCOc1cc(C(=O)OCc2ccc(C(=O)OC)o2)cc(Br)c1OC
    -0.7, -0.2
CC1C2(C)OCC(C#N)(C(=N)O2)C1(C#N)C#N (stereo not drawn)
    2.4, 5.1

# Next part:
# Values run as follows: E coli growth, AddAB inh
COc1ccc(N2CCN(CCCNS(=O)(=O)c3c(C)noc3/C=C/N(C)C)CC2)cc1
    1.4, -2.2
CC(=O)c1sc(NC(=O)COc2c(C)cc(Cl)cc2C)nc1C
    1.2, -0.6
CN1CCN(C(c2cc3cc4c(cc3[nH]c2=O)OCCO4)c2nnnn2C2CCCC2)CC1 (stereo not drawn)
    0.8, 3.3
CCC1CCCCN1Cc1nc2c(c(=O)n(C)c(=O)n2C)n1Cc1cccc2ccccc12 (stereo not drawn)
    -0.9, -4.0
NC(=S)NNC(=O)c1cccc(Br)c1
    2.8, 5.3
O=C(Nc1ccccc1)Nc1ccc(Oc2ncnc3cc(Cl)ccc23)nc1
    -1.0, 0.6
CC(=O)c1ccc(O[C@@H]2O[C@H](CO)[C@@H](O)[C@H](O)[C@H]2O)cc1
    -0.7, 0.4
O=C(COc1cccc2cccnc12)NNC(=S)Nc1ccccc1
    -0.5, -0.9
NC[C@@]12CCCC1C1CCC2C1 (stereo partly drawn)
    0.3, 2.6
O/N=C/c1cc(Cl)ccc1OCc1cccc2ccccc12
    -0.5, 1.6

# (next part)
# Values run as follows: E coli growth, AddAB inh
CC(=O)OC1=C(O)C(=O)c2ccccc2C1=O
    -0.7, 2.9
O=C1C=CC(=O)N1c1ccc(I)cc1Cl
    0.5, 0.1
NC(=O)c1ccc(N=Nc2c(O)c3ccccc3[nH]c2=O)cc1
    1.4, 1.1
O=C1c2ccccc2C(=O)C1(O)O
    -0.3, 0.3
Cn1c2ccccc2c(=O)n2c(=O)c3ccccc3cc12
    -0.9, -0.5
COc1ccc(S(=O)(=O)N2CCOCC2)cc1NC(=O)CSc1nnc2ccccn12
    -2.0, 2.8
CCCCNC(=O)Oc1cc(CCl)on1
    -0.9, 0.7
Cc1cccc(-n2c(-c3cccc([N+](=O)[O-])c3)nc3nc4ccccc4nc32)c1
    0.5, 1.6
CCCCC(=O)Nc1ccccc1C(C)C
    -0.5, 5.4
COc1ccc2c(c1)O[C@H](c1ccc3c(c1)OCO3)[C@@H](OC(=O)N[C@H]1CCCc3ccccc31)C2=O
    -1.1, -0.2

# Remaining list, next part:
# Values run as follows: E coli growth, AddAB inh
O=C(c1ccc(Cn2c(=S)[nH]c3cc4c(cc3c2=O)OCO4)cc1)N1CCN(c2ncccn2)CC1
    -0.5, 2.0
Cc1ccc(NC(=O)CCNS(=O)(=O)c2cc(Br)cnc2N)c(Cl)c1
    1.6, 5.6
CC1=CC2=NC(=O)CC(C)(C(=O)N(CC(=O)NC(C)C)C3CCCC3)N2C=C1 (stereo not drawn)
    -1.1, 0.5
Cc1ccc(C(=O)Nc2ccc(C(=O)N/N=C/c3ccncc3)cc2)cc1
    0.7, 2.8
NC(=O)CC[C@@H]1NC(=O)[C@H](CO)NC(=O)c2cc([N+](=O)[O-])cc(I)c2NCCCC[C@@H](C(N)=O)NC(=O)[C@H](Cc2ccc(O)cc2)NC1=O
    -2.5, 5.2
O=[N+]([O-])C(=c1ccc2c(c1)N1C3=C(CCCC3)CC3CCCCC31N=2)[N+](=O)[O-] (stereo not drawn)
    -4.0, -3.1
O=C1c2ccccc2C(=O)N1c1cccc(-c2csc(Nc3ccc4c(c3)OCO4)n2)c1
    -1.6, 2.4
CCCCCNc1nc(-c2ccccc2)cs1
    1.6, 4.1
C[C@H]1COc2c(C3(N)CC3)c(F)cc3c(=O)c(C(=O)O)cn1c23
    102*, 100*
Cc1ccc(S(=O)(=O)N/N=c2\oc3ccccc3cc2C(=O)Nc2cccc(C)c2)cc1
    0.3, 0.0

# Remaining list, next part:
# Values run as follows: E coli growth, AddAB inh
COc1ccc(/C=C2\CCCC(C(=O)C(F)(F)F)=C2O)cc1OC
    -1.0, 0.0
O=C(/C=C/c1ccc2c(c1)OCO2)Nc1nc(-c2ccc(F)cc2F)cs1
    -0.7, 1.1
O=C(Cc1nc2ccccc2s1)c1ccc(O)cc1O
    1.2, 0.4
CCN(c1ccccc1)S(=O)(=O)c1ccc(Cl)c(NC(=O)COC(=O)c2cc(O)c3ccccc3c2O)c1
    0.5, 2.8
NC(=O)C1CCN(C(=O)c2ccc3c(=O)n(Cc4ccco4)c(SCC(=O)c4ccc(F)cc4)nc3c2)CC1
    -0.6, -2.0
CC(=O)SCC(Cc1ccccc1)C(=O)NCC(=O)OCc1ccccc1 (stereo not drawn)
    0.4, -0.6
Cc1c(C=C2C(=O)c3ccccc3C2=O)cc(C#N)n1C
    1.4, 2.2
O=c1[nH]c2ccccc2nc1C(Cl)c1ccccc1 (stereo not drawn)
    -0.7, 0.0
CCn1cc(C(=O)Nc2cccc(C)c2)c(=O)c2ccc(C)nc21
    -0.4, 3.2
Cc1ccc(CSCC2Nc3ccc(C(=O)N4CCN(c5cccc(C)c5)C(C)C4)cc3NC2=O)cc1 (stereo not drawn)
    -2.3, -1.7

# One compound at a time (already shown).
# Shown for O=C(Cc1nc2ccccc2s1)c1ccc(O)cc1O → E coli growth = 1.2; AddAB inh = 0.4
# Shown for NC(=O)C1CCN(C(=O)c2ccc3c(=O)n(Cc4ccco4)c(SCC(=O)c4ccc(F)cc4)nc3c2)CC1 → E coli growth = -0.6; AddAB inh = -2.0
# Shown for COc1ccc(/C=C2\CCCC(C(=O)C(F)(F)F)=C2O)cc1OC → E coli growth = -1.0; AddAB inh = 0.0

# The list goes on.
# Values run as follows: E coli growth, AddAB inh
O=c1oc2c(Cl)cc(Cl)cc2cc1-c1nnc(Nc2ccccc2F)s1
    0.7, -1.1
CCOCCCn1c(C)nc2c(c1=O)c1nc3ccccc3nc1n2-c1ccc2c(c1)OCCO2
    -0.8, -0.9
COc1ccc(N/C(=C(/C(Cl)=C(Cl)Cl)[N+](=O)[O-])n2nnc3ccccc32)cc1
    -2.7, -0.5
Cc1ccc(-c2nc(SCC(=O)Nc3ccccc3OC(F)F)c3c(C)c(C(=O)O)sc3n2)cc1
    1.9, -0.3
CC(C)n1c(SCC(=O)Nc2nncs2)nnc1-c1ccco1
    -0.1, 0.2
Cc1cc(C(=O)O)ccc1-n1c(C)ccc1C
    -0.1, 1.2
COC(=O)N1CCN(c2ccc(C)c(C)c2)CC1
    0.7, -1.5
CCCc1nc(SCC(=O)N2CCc3ccccc32)c2c(C)c(C)sc2n1
    -2.0, 3.1
CCOC(=O)CN(C)Cc1c[nH]c2ccccc12
    -0.9, 1.8
CSCCNC(C)=O
    2.9, 7.2

# Following part
# Values run as follows: E coli growth, AddAB inh
COc1ccc(N(CC(=O)N/N=C/c2cc3ccc(OC)cc3nc2Cl)S(=O)(=O)c2ccccc2)cc1
    0.4, 0.3
Cn1c(N)c(C(=O)COC(=O)c2cc(-c3ccccc3)nc3ccccc23)c(=O)n(C)c1=O
    -1.2, 1.6
CCN(CC)C1CC(=O)N(c2cccc(C)c2)C1=O (stereo not drawn)
    0.9, 1.4
CC(C)CNC(=O)CC(NCC(C)C)C(=O)O (stereo not drawn)
    -0.3, 3.5
CN(C)c1ccc(/C=c2/sc3n(c2=O)NC2(c4ccccc4)N(C)C(=O)N(C)C2(c2ccccc2)N=3)cc1 (stereo not drawn)
    -0.3, 4.0
CCOC(=O)C(=Cc1ccc(F)cc1)C(=O)OCC
    -2.3, 0.8
N=C1/C(=C/c2coc3ccccc3c2=O)C(=O)N=C2SC(c3ccco3)=NN12
    -0.8, 0.6
CC(=O)c1ccc(N2CCN(C(=O)Cn3c(=S)[nH]c4ncccc4c3=O)CC2)cc1
    2.5, -1.0
Cc1ccccc1C(=O)Nn1c(C)ccc1C
    0.0, 3.0
COc1ccccc1C(C)NS(=O)(=O)c1cccs1 (stereo not drawn)
    -0.8, -0.1

# (next part)
# Values run as follows: E coli growth, AddAB inh
COc1cccc(N/C(N)=N/c2nc(CSc3ccccn3)cc(=O)[nH]2)c1
    2.9, 1.9
C=C1C(O)[C@@H]2O[C@]3(CC[C@H](/C=C/C(C)[C@@H]4CC(C)=CC5(O[C@H](C[C@@](C)(O)CO)CCC5O)O4)O3)CC[C@H]2O[C@@H]1C(O)CC(C)[C@H]1OC2(CCCCO2)CCC1C (stereo partly drawn)
    -0.6, -5.2
Cc1ccc(N2C(=O)c3ccccc3C2O)nc1 (stereo not drawn)
    1.6, 1.0
COc1ccc(/C=C2\Sc3ccc(C(=O)N4CCc5ccccc5C4)cc3N(C)C2=O)cc1
    -1.2, 0.5
Cn1c(C(C)(O)C(O)c2ccccc2)nc2ccccc21 (stereo not drawn)
    -1.4, 3.2
O=C(Oc1ccc(OC(=O)N2CCCCC2)cc1)N1CCCCC1
    1.2, 1.1
O=C(COc1ccc(Cl)cc1Cl)NC(=S)Nc1ccccc1C(=O)O
    -2.6, -2.3
CN(c1ccccc1)c1ccc(/C=c2\s/c(=C(/C#N)C(=O)C(C)(C)C)n(Cc3ccco3)c2=O)cc1
    -0.6, 1.3
C=C1SC(=Nc2ccccc2Cl)N(C(=O)c2sc3ccccc3c2Cl)C12CCCCC2
    -0.2, 1.3
O=[N+]([O-])c1ccc(-c2nnc(S)n2-c2ccccc2)cc1
    -1.5, -0.8

# Carrying on:
# Values run as follows: E coli growth, AddAB inh
COc1ccc(-n2c(=O)c3c4c(sc3n(Cc3cccc(F)c3)c2=O)CN(C(C)=O)CC4)c(OC)c1
    2.6, -0.3
CC(C)(C)NCCCOc1ccc(Cl)cc1C(C)(C)C
    0.8, 2.2
CC(=O)Oc1ccc(C23CC4CC(CC(C4)C2)C3)cc1C(=O)O
    1.9, 0.0
COc1ccc(-c2coc3c(CN4CCCCC4)c(O)c(CN4CCCCC4)c(O)c3c2=O)cc1
    4.3, 3.2
COc1ccc(O[C@H]2C=C[C@@H](c3ccccc3)O[C@@H]2COC(=O)CC/C(C)=N/OC[C@@H](O)[C@H]2O[C@@H]3OC(C)(C)O[C@@H]3[C@H]2O)cc1
    0.2, 0.4
Cc1cc(=O)n2c3c(sc2n1)C(=O)N(Cc1ccccc1)C3=O
    -1.1, 3.4
Cc1ccc(S(=O)(=O)N2CCC(=O)N(C(COCc3ccc(Cl)c(Cl)c3)Cc3ccccc3)CC2)cc1 (stereo not drawn)
    0.0, 5.5
CCCCc1cc2c(c(NC(C)=O)n1)c(=O)oc1ccccc12
    -1.0, 0.8
CCn1c(COc2ccccc2C)nnc1SCc1nc2ccccc2c(=O)[nH]1
    -0.4, 2.4
CCOc1ccc2nc(C)cc(Nc3ccc(N4CCOCC4)cc3)c2c1
    -2.3, -1.2

# Further structures:
# Values run as follows: E coli growth, AddAB inh
Cc1ccc(C)n1-c1ccc(C(=O)O)cc1
    2.3, 3.1
CCOC1=C/C(=C/c2c(N)n3oc(C)cc3nc2=O)C=CC1=O
    1.2, 2.0
CCN(c1ccccc1)S(=O)(=O)c1ccc(C(=O)N(CCN(C)C)c2nc3c(F)cc(F)cc3s2)cc1
    0.9, 3.3
Cn1c(SCC(=O)Nc2ccc(N3CCOCC3)c(Cl)c2)nnc1-c1ccccc1
    -0.7, -0.3
CCOC(=O)C1=C(C)NC(C)=C(C(=O)OCC)C1c1ccccc1/C=C/C(=O)OC(C)(C)C
    1.6, -0.8
CCOC(=O)/C(N=Nc1sc(C(=O)OCC)c(C)c1C(=O)OCC)=C(\C)O
    -1.3, -0.9
CCCc1cc(=O)[nH]c(/N=C(/NC(=O)c2ccccc2)Nc2ccc3c(c2)OCCO3)n1
    -0.1, 0.2
Cc1c(/C=N/NC(=O)c2cccnc2)c2ccccn2c1C(=O)c1ccc(F)cc1
    -2.0, -0.6
C[C@H]1CC[C@H]2C(=O)N3[C@H](c4cccc(N5CCCC5=O)c4)[C@@H](C)CC[C@H]3C(=O)N2[C@@H]1c1cccc(N2CCCC2=O)c1
    3.0, 2.6
